Screening data from PubChem BioAssay.
T cell modulator: modulators of CD8 T cell-vesicle binding, primary screen, mouse 2C CD8+ T cells, flow cytometry; 2C CD8+ T cell-vesicle binding; hits give low values; calls only at 7 µM; hit rate 0.068% among 330,000; AID 2052, 2009;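 active = response, share of CD8 T cells binding vesicles, and their 90th percentile fluorescence all below set limits, cut at about 80% in these data, passing the limit was not always enough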
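Material: murine 2C transgenic CD8+ T lymphocytes / Also added: QL9-peptide-loaded Drosophila micro-vesicles bearing Ld, ICAM-1 and B7-1 / Schedule: binding step 1.5 h, 37 °C, antibody labelling 20 min, ice / Signal: flow cytometry, PE anti-B7-1 (FL2) versus Alexa647 anti-CD8 (FL8), PFA-fixed / Evaluation: percent CD8+ FL2 mean versus row control / Benchmarks: naked versus QL9-loaded vesicles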
West Nile antiviral: West Nile virus antiviral activity, cell-based, CPE readout (AID 1621); CPE inhibition, % at 10 µM, or IC50 in µM where a hit was titrated; West Nile virus-infected cells, CPE inhibition; higher % means a stronger effect; hit rate 0.02% among 290,000; in the data active = a potency from the dose series; also: strong numbers were not always called active
Ins promoter up: insulin promoter activators in MIN6 cells, imaging, high-content screening, mouse beta cells | MIN6 insulin promoter-GFP reporter; hits give high values | z-score at 5 µM | hit rate 0.3% among 190,000 | AID 1625, 2009;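 active = z-score above 3 at 5 µM with at least 500 cells counted in the well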
bCat nuc transl: modulators of beta-catenin nuclear translocation, primary screen, imaging, HeLa cells, immunofluorescence, high-content | hit rate 0.3% among 190,000 | nuclear translocation activity, % at 5 µM | AID 1665, 2009;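 active = nuclear translocation activity above 50% at 5 µM, with a well cell count of 50 or more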;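 also: per-cell ratio of nuclear to cytoplasmic median beta-catenin stain intensity; plate controls were DMSO negative control for no effect and GSK-3 inhibitor IX positive control for full effect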
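Read-out: Nuclear/cytoplasmic beta-catenin signal ratio, % activation | Assay system: Human HeLa cell line | Times: 24 h compound exposure at 37°C, 5% CO2 | Signal: Fluorescence imaging of beta-catenin antibody stain plus DAPI | Dosing: 5 µM primary, 0.02–20 µM confirmation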
Myeloid diff MLP: induction of myeloid progenitor differentiation, primary screen, cell-based, flow cytometry, MLPCN library; ER-HoxA9 myeloid progenitors, lysozyme-GFP differentiation; calls only at 10 µM; hit rate 1% among 360,000; AID 624256, 2012;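 active = normalized GFP-positive differentiation at or above the plate's own cutoff, the solvent-only control mean plus 3 SD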;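 also: cells exposed to compound for four days before flow analysis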
WT yeast gro inh: growth inhibition of WT strain, primary screen, mitochondrial fusion inhibitor project, WT and mutant strains, chemical genetic | AID 1362, 2008 | hit rate 2.1% among 190,000 | mitochondrial fusion phenotypic screen | inhibition, % at 10 µM; in the data active = inhibition above about 58%; tested in S. cerevisiae
Autophagy mod: autophagy modulators in MEF cells, primary screen, imaging, high-content, MEF GFP-LC3. MEF GFP-LC3 puncta imaging; test concentration mostly 10 µM. hit rate 0.98% among 190,000. calls only at 10 µM (by protocol);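 active = percentage of spot-positive cells more than 3 SD above its plate mean, without a fluorescence outlier flag or 80% toxicity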;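 also: spot-positive cell cutoff set from DMSO-treated cells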
MT stabilize HCS: microtubule stabilizers in HeLa cells, primary screen, imaging, high-content imaging; HeLa tubulin immunostaining HCS, 24 h; share of cells brighter than vehicle mean+2SD; % tubulin-high responders, % at 10 µM; hit rate 0.83% among 200,000; AID 2205, 2009;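 active = plate Z-score above 3 for both tubulin-high and condensed-nucleus cell shares, with cell loss under 80%, at 10 µM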;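 also: anti alpha tubulin signal scored within the nucleus-defined area of each cell; some results filed as inactive read as strong as hits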
Lipid droplet: inhibitors of hepatocyte lipid droplet formation, primary screen, imaging, high-throughput imaging, BODIPY stain; AID 1656, 2009; AML12 mouse hepatocytes, oleate lipid droplets; inhibition, % at 6.5 µM; hit rate 0.4% among 240,000;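 active = lipid droplet intensity inhibited by at least 50%, with more than 500 cells counted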
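Assay system: AML12 mouse liver cells | Compound dosing: One dose, 6.5 µM compound | Read-out basis: Droplet intensity reduction, % inhibition | Measured by: Fluorescence imaging, 20x objective, two fields per well | Schedule: Overnight treatment with compound plus oleate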
WT yeast gro inh mutant strain: also measured in WT yeast gro inh; calls as there; inhibition, %; mitochondrial fusion phenotypic screen, mutant strain inhibition
Ins promoter up cell count: second read-out of Ins promoter up, no call of its own (marks repeat the call); cell count; measured here: cytotoxicity, nuclei count;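 total cells summed across four imaged fields per well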
Lipid droplet cells 6.5 µM: recorded beside Lipid droplet, whose call it bears; cell count; measured here: cell count, cytotoxicity flag;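 cells counted across two imaged fields per well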
bCat nuc transl cell count 5 µM: second read-out of bCat nuc transl, no call of its own (marks repeat the call); cell count; measured here: cell count, cytotoxicity flag
T cell modulator vesicle-bound %: further read-out of T cell modulator, marked with its call; double positive events, %; measured here: CD8+ vesicle-bound cell fraction;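 binding gate set so that unloaded-vesicle control wells show 10% double positive cells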
MT stabilize HCS Hoechst-high %: second read-out of MT stabilize HCS, no call of its own (marks repeat the call); % Hoechst-high responders; measured here: nuclear condensation Hoechst responders;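 share of cells brighter than vehicle mean plus two SD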
MT stabilize HCS cytotoxicity %: second read-out of MT stabilize HCS, no call of its own (marks repeat the call); toxicity, %; measured here: cytotoxicity by cell density;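 0% = mean cell density of plate MIN control wells and 100% = no cells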
Autophagy mod cell loss 18 h: also measured in Autophagy mod; calls as there; toxicity, %; measured here: cell loss, nuclei count;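 cell loss after 18 h compound exposure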
Myeloid diff MLP GFP+ MAC1+ %: recorded beside Myeloid diff MLP, whose call it bears; GFP+ MAC1+ double positive, %; measured here: differentiation confirmed by MAC1 staining
The depositor's hits bear a star; i = inactive; · = no result given; + = active, no number.

Structure	T cell modulator	T cell modulator vesicle-bound %	West Nile antiviral	Ins promoter up	Ins promoter up cell count	bCat nuc transl	bCat nuc transl cell count 5 µM	Myeloid diff MLP	Myeloid diff MLP GFP+ MAC1+ %	WT yeast gro inh	WT yeast gro inh mutant strain	Autophagy mod	Autophagy mod cell loss 18 h	MT stabilize HCS	MT stabilize HCS Hoechst-high %	MT stabilize HCS cytotoxicity %	Lipid droplet	Lipid droplet cells 6.5 µM
Cc1nc2c(C(=O)N3CCN(c4ccccn4)CC3)cnn2c(C)c1Cc1cccc(Cl)c1	i	44	0.2%	0.3	1265	-2.8	1009	i	5.5	23	3	i	17	4.0	2.5	8.9	·	·
O=C(O)CC1S/C(=N\N=C2\C(=O)Nc3ccccc32)N(c2ccc(O)cc2)C1=O (stereo not drawn)	i	62	-0.1%	·	·	·	·	i	1.2	·	·	·	·	·	·	·	-1	864
CCn1c(SCC(=O)c2ccc3c(c2)Cc2ccccc2-3)nnc1-c1ccc(N)cc1	i	42	-0.1%	-0.48	1062	-2.4	1373	i	1.4	-3	-8	i	2	1.5	1.9	7.7	·	·
CN(C(=O)COC(=O)Cn1c(C(F)(F)F)nc2ccccc21)c1c(N)n(Cc2ccccc2)c(=O)[nH]c1=O	i	11	-0.2%	·	·	·	·	i	0.5	·	·	·	·	·	·	·	-3	700
COc1ccc(NS(=O)(=O)c2ccc(NC(=S)NC(=O)c3ccc(F)cc3)cc2)nn1	i	48	0.0%	-0.18	1297	-3.1	1140	i	0.3	1	20	i	-3	2.7	3.1	13	-14	648
Cc1ccccc1NC(=S)NC(C)CCc1ccccc1 (stereo not drawn)	i	48	-1.1%	0.07	1398	0.0	1046	i	0.9	68*	58*	i	9	8.3	1.6	5.1	-48	632
COC(=O)N/N=C1\CCCc2ccccc21	i	36	0.3%	-0.77	1354	·	·	i	0.1	0	-11	i	8	1.8	2.8	5.9	-13	560
CCCCc1c(O)nc2ccccn2c1=O	i	51	0.4%	-0.33	1606	-3.2	1086	i	0.1	7	6	i	4	8.4	2.0	6.0	20	597
CC(C)CCN1CCN(CC#Cc2ccccc2)CC1CCO (stereo not drawn)	i	58	-0.7%	0.06	1437	0.6	1128	i	0.2	-2	22	i	-4	2.1	2.9	9.3	-18	744
Cc1cc(NC(=O)CCc2ccccc2)c([N+](=O)[O-])cc1C	i	40	-1.8%	-0.41	1332	-0.2	872	i	0.7	22	-1	i	1	6.1	3.3	3.3	-2	685
COC(=O)[C@H](CC(C)C)NC(=O)N1CCC(C)CC1	i	20	1.0%	0.05	1291	-0.8	1146	i	0.5	·	·	·	·	·	·	·	-2	711
COc1ccc(Nc2nc(-c3ccccc3)c(C(=O)Nc3cccnc3)s2)cc1	i	28	-0.1%	0.25	1304	0.6	1133	i	0.3	1	3	i	2	5.3	3.5	1.1	2	687
CCOc1ccc(C2=CSC3=NCCN23)cc1Cl	i	55	-0.3%	·	·	·	·	i	0.2	·	·	·	·	·	·	·	-14	797
O=S1(=O)CC(NCc2ccccc2)C(Nc2ccccc2)C1 (stereo not drawn)	i	6	0.6%	0.45	1920	0.4	1094	i	12	-1	-109	i	-6	3.7	2.3	3.5	-6	616
O=C(NC1CCCCC1)C1CCCN1C(=O)NCc1ccccc1 (stereo not drawn)	i	4	0.2%	1	1008	3.1	881	i	0.6	8	33	i	4	4.3	2.3	4.5	11	709
NC(=O)C1CCN(Cc2cccc(OCc3ccccc3)c2)CC1	i	42	-0.7%	·	·	·	·	i	0.5	·	·	·	·	·	·	·	-5	780
O=C(c1ccc(Cl)cc1)C1CCN(CC(=O)N2CCCCC2)CC1	i	44	-1.5%	·	·	·	·	i	0.6	·	·	·	·	·	·	·	8	760
c1ccc(Nc2cccc3c(Nc4ccccc4)cccc23)cc1	i	32	0.1%	-1	1093	0.3	1309	i	0.3	·	·	·	·	·	·	·	1	688
CSc1nnc(-c2cccc(NC(=S)NN)c2)o1	i	33	1.2%	-0.42	1289	0.0	1127	i	0.6	-3	-2	i	19	2.7	3.5	3.1	9	719
Cc1[nH]c(=O)c(C#N)c(C)c1[N+](=O)[O-]	i	47	0.8%	-0.05	1014	0.0	1361	i	0.5	·	·	·	·	·	·	·	6	719
CCOC(=O)C1CCCN(C2=NC(=O)/C(=C/c3ccc(OC)cc3OC)S2)C1 (stereo not drawn)	i	26	-0.3%	·	·	·	·	i	0.6	·	·	·	·	·	·	·	-27	786
COc1cc(CN2CCCCCC2)cc(Br)c1O	i	16	-0.2%	·	·	·	·	i	1.0	·	·	·	·	·	·	·	-3	782
Cc1ccc(OCC(=O)N2CCCCCCC2)cc1C	i	56	-0.2%	·	·	·	·	i	0.5	·	·	·	·	·	·	·	-4	801
COC(=O)C1=C(C)N(c2cccc(C(C)=O)c2)C(=O)C1	i	6	0.0%	0.32	1787	0.4	1063	i	1.3	-10	12	i	-9	2.7	1.8	0.6	0	606
CC1=C(C)CC(C(=O)NCc2ccccn2)C(C(=O)O)C1 (stereo not drawn)	i	26	-0.1%	0.37	1262	1.0	1270	i	1.2	·	·	·	·	·	·	·	-3	725
CC(C)OC(=O)CSc1nnc(-c2ccc(O)cc2)n1Cc1ccccc1	i	24	0.8%	0.99	1798	-1.1	1063	i	0.7	-5	0	i	2	2.1	1.8	5.1	-69	678
O=C(Nc1nc(-c2cccs2)cs1)c1cccc(S(=O)(=O)N2CCCCCC2)c1	i	31	0.1%	-2	975	-3.2	1189	+	1.4*	3	4	i	21	4.1	3.1	3.2	-9	727
CCCCn1c(-c2ccoc2C)n[nH]c1=S	i	49	0.4%	·	·	-4.2	1423	+	1.8*	-1	2	i	26	3.3	1.7	5.5	-4	735
O=C(O)c1cc([N+](=O)[O-])cc2c1C=Cc1ccccc1O2	i	53	0.6%	·	·	·	·	i	0.4	·	·	·	·	·	·	·	4	818
CC(=O)C1=C(C)N(CC2CC2)C(=O)N[C@H]1c1ccccc1	i	14	-0.2%	-0.07	1166	·	·	i	0.7	15	-2	i	9	2.5	3.0	9.4	-30	707
Cc1cccc2cc(CN(Cc3ccc(F)cc3)C(=O)N(C)C)c3nnnn3c12	i	20	-0.5%	0.27	1106	2.4	892	i	1.2	12	30	i	27	3.4	2.8	7.1	·	·
CC(C)NCC(=O)C12CC3CC(CC(C3)C1)C2	i	22	-0.1%	-0.14	1092	0.6	1384	i	0.3	·	·	·	·	·	·	·	-6	750
O=S(=O)(CCSc1ccc(C(F)(F)F)cn1)c1ccc(Cl)cc1	i	52	-0.5%	0.33	1386	1.4	1138	i	0.8	·	·	·	·	·	·	·	26	729
COc1cc2c3nnc(-c4ccccc4)c-3cn(Cc3ccccc3F)c2cc1OC	i	51	0.0%	·	·	-0.3	1154	·	·	14	4	i	-15	5.4	2.0	7.3	-31	689
Cc1ccc(NC(=O)NC2CCCCC2)cc1Cl	i	13	-0.3%	-0.41	1217	·	·	i	0.2	13	10	i	-5	9.2	11	97	2	717
COc1ccc(CN2CCN(C(=O)c3ccco3)CC2)cc1OCc1ccccc1	i	14	0.6%	-1.6	582	-1.4	1035	i	1.3	13	5	i	8	6.1	3.2	2.0	·	·
CN(C)c1ncc([N+](=O)[O-])cc1C(F)(F)F	i	26	0.1%	0.04	1309	0.4	1371	i	0.1	·	·	·	·	·	·	·	10	723
CC(=O)NC1(c2cccc(F)c2)CCN(C(=O)Nc2ccc(C#N)cc2)CC1	i	39	0.4%	-0.34	1557	0.3	1481	i	1.4	-17	7	i	-1	4.4	2.9	12	·	·
COc1cccc(CN2C(=O)N(C(C)C)C(N(O)C(=O)NC(C)C)C2(C)C)c1OC (stereo not drawn)	i	37	-0.6%	1.7	1587	-2.1	1382	i	0.5	-12	-8	i	1	5.0	1.3	3.9	·	·
Cc1onc(-c2c(F)cccc2Cl)c1C(=O)NC(C)c1ccccc1 (stereo not drawn)	i	26	-1.5%	·	·	·	·	i	0.3	·	·	·	·	·	·	·	2	773
Cc1cc(C)n2c(SCC(=O)NC3CCCC(C)C3C)nnc2n1 (stereo not drawn)	i	56	-0.6%	-0.45	1235	-3.4	1094	i	0.4	13	-8	i	-15	2.2	1.9	5.3	-14	628
CCCC(=O)Nc1ccc(C(=O)NNC(=S)NC(=O)c2cccs2)cc1	i	19	-0.7%	·	·	·	·	i	3.5	0	-1	i	3	2.8	1.7	3.7	·	·
COc1cc(C)nc(NS(=O)(=O)c2ccccc2)n1	i	28	-0.2%	0.92	1439	-0.3	1034	i	0.4	1	2	i	-1	3.3	3.9	24	2	776

As entered above.
Under Myeloid diff MLP GFP+ MAC1+ %, CCOc1ccc(C2=CSC3=NCCN23)cc1Cl has 0.2
Under Autophagy mod cell loss 18 h, Cc1cccc2cc(CN(Cc3ccc(F)cc3)C(=O)N(C)C)c3nnnn3c12 has 27
